Screening data: PubChem BioAssay, Sanford-Burnham Center for Chemical Genomics
SENP1 FRET inh = SENP1 (human) catalytic domain inhibition | Q9P0U3 | recombinant SENP1 catalytic domain, CyPet-SUMO1-YPet FRET cleavage | inhibition, % at 10 µM | 0.21% of 360,000 active | AID 624204;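 active means inhibition at least 30% at 10 µM, raw YFP signal under a set limit, fluorescence ratio 0.5 to 1.5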;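 further: 0% = enzyme with DMSO and 100% = no enzyme wells; some results filed as inactive read as strong as hits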
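Material: hSENP1 catalytic domain, recombinant; medium: Tris pH 8 with BME, BSA, NP40 and catalase; compound: single concentration of 10 µM compound, 0.5% DMSO final; technique: FRET read of cyan and yellow fluorescence; timing: 50 min enzyme reaction, room temperature, light-protected; reagent: SFCypet-SUMO1-SFYpet substrate at 25 nM; control set: no-enzyme low, enzyme-DMSO high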
NLRP3 yeast inh = NALP3 inhibition in yeast. Yeast reconstituted NLRP3/ASC/caspase-1, beta-gal luminescence, 24 h. inhibition, % at 10 µM. 0.39% of 330,000 active. AID 2825;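 active means inhibition of 50% or more; inactive means inhibition below 50%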;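 further: plate controls were induced DMSO wells for no effect and uninduced yeast grown without galactose for full effect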
MIN6 prolif = inducers of beta-cell replication in MIN6 cells; MIN6 cells proliferation, ATPlite luminescence, 48 h; cells starved in 0.2% serum; 100% = growth in 10% serum; proliferation, % at 10 µM; 0.29% of 330,000 active;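 active means compounds whose signal lies at least 3.5 SD above the mean of all wells on their plate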;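 further: 0% = DMSO-treated cells in low-serum medium and 100% = 10% serum control; some compounds called inactive have numbers as strong as hits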
mIAP act = increases mouse intestinal alkaline phosphatase activity. muIAP, CDP-Star luminescence, 30 min; hits give high values; 1 = vehicle-only enzyme signal, 0 = enzyme-free wells. activation factor at 10 µM. AID 2805. 0.24% of 330,000 active;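 active means activation factor of at least 2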; further: the source names both 10 and 20 µM as test concentration; values of inactives mirror those of a sister screen read the other way
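Assay system: mouse IAP enzyme / Compound: DMSO-dissolved test compounds / Timing: 30 min, room temperature / Measured by: luminescence from enzymatic CDP-Star hydrolysis / Control set: DMSO-only wells, enzyme-free buffer wells as negative control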
mIAP block = blocks mouse intestinal alkaline phosphatase; purified mouse IAP, CDP-Star luminescence, 30 min; inhibition, % at 10 µM; 0.2% of 330,000 active; AID 2806;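 active means inhibition of at least 40% at 10 µM in the primary screen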;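 further: plate controls were DMSO with enzyme for no effect and no enzyme wells for full effect; values of inactives mirror those of a sister screen read the other way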
A3G deaminase = inhibitors of human APOBEC3G DNA deaminase; Q9HC16; recombinant A3G, ssDNA deamination FAM/TAMRA fluorescence; inhibition, % at 20 µM; 0.28% of 330,000 active;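 active means inhibition of at least 40% at 20 µM, with no more than 30% in the related APOBEC3A deaminase screen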;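 further: plate controls were DMSO wells with A3G for no effect and wells lacking A3G enzyme for full effect; some compounds called inactive have numbers as strong as hits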
Target sequence (Q9HC16 whole entry, looked up): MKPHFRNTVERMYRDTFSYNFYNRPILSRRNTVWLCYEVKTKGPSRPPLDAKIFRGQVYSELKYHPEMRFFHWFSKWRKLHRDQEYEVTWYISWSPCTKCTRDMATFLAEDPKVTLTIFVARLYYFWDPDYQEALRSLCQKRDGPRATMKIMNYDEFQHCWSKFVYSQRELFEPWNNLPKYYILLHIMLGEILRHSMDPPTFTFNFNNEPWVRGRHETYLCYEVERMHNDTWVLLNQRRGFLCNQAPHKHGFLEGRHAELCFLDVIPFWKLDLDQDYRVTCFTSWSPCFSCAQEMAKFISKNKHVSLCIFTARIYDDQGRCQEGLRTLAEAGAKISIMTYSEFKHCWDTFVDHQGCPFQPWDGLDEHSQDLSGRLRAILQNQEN
A3A deaminase = inhibitors of human APOBEC3A DNA deaminase | inhibition, % at 20 µM | recombinant A3A, FAM/TAMRA ssDNA deamination fluorescence | 0.41% of 330,000 active;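 active means at least 40% inhibition at 20 µM here, with at most 30% in a related deaminase screen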;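 further: plate controls were A3A with DMSO for no effect and wells lacking A3A enzyme for full effect; some results filed as inactive read as strong as hits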
hIAP activ = increases human intestinal alkaline phosphatase activity; 0.16% of 330,000 active; P09923; AID 2524; purified human IAP, CDP-Star luminescence, 30 min; hits give high values; 1 = vehicle-only enzyme, 0 = enzyme-free background; activation factor at 10 µM;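 active means activation factor of the enzyme at least 2-fold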; further: the source names both 10 and 20 µM as test concentration; values of inactives mirror those of a sister screen read the other way
Target sequence (P09923 whole entry, looked up): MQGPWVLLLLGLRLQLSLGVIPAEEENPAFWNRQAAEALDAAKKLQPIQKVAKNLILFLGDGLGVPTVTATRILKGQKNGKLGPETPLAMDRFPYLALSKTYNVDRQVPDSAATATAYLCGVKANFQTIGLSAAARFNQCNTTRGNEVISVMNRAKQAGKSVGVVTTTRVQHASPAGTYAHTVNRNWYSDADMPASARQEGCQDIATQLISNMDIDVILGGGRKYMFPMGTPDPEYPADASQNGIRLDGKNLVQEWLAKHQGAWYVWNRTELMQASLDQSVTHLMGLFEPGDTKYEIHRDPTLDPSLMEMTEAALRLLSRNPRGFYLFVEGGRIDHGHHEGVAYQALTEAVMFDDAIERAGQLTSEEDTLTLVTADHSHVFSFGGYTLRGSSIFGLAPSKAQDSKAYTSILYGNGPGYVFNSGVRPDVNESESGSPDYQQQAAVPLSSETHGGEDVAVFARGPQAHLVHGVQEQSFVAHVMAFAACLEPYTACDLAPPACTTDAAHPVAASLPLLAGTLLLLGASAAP
hIAP inh = blocks human intestinal alkaline phosphatase | P09923 | purified IAP, CDP-Star luminescence, 30 min | inhibition, % at 10 µM | 0.12% of 330,000 active | AID 2544;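 active means inhibition reaching a set limit with compound at 10 µM in the primary screen, cut at about 35% in these data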;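 further: plate controls were DMSO wells with enzyme for no effect and no-enzyme buffer wells for full effect; values of inactives mirror those of a sister screen read the other way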
* hit, by the source's call; · = no result given. Not all compounds are listed (hit frequency here may not be typical).

Fields – A3A deaminase | A3G deaminase | mIAP block | hIAP inh | MIN6 prolif | SENP1 FRET inh | mIAP act | NLRP3 yeast inh | hIAP activ
> CCC(CC)COC(=O)C(C#N)c1nc2ccccc2nc1N1CCN(CC)CC1 (stereo not given)
    -2 | -6 | 15 | 5 | -6 | -26 | 0.85 | 21 | 0.95
> CCCS(=O)(=O)Nc1c(OC)ccc2c1c(C(=O)OCC)c(C)n2C
    4 | 2 | -8 | -1 | 0 | -1 | 1.1 | 13 | 1
> Cc1ccc(N(CN2C(=O)NC(C)(C)C2=O)CN2C(=O)NC(C)(C)C2=O)cc1
    5 | -1 | 3 | 0 | -4 | 2 | 0.97 | 18 | 1
> CCOC(=O)c1c(C)oc2c1cc(NS(=O)(=O)c1ccc(C(=O)O)cc1)c1ccccc12
    2 | -2 | 7 | 7 | -3 | 2 | 0.93 | 11 | 0.93
> COc1ccc(C(=O)NNC(=O)CN2CCC(n3nnc4cc(C(F)(F)F)ccc43)CC2)cc1
    -3 | -6 | 12 | -40 | -3 | 3 | 0.88 | 11 | 1.4
> O=C(NC1CCCCC1)c1ccccc1NC(=O)C1CC(=O)N(c2ccccc2)C1 (stereo not given)
    -3 | -8 | 3 | -14 | 4 | 3 | 0.97 | 5 | 1.1
> Cc1ccc(NC(=O)CN(C)C(=O)Cn2c(=O)oc3ccccc32)cc1
    0 | 3 | -2 | -1 | 0 | 12 | 1 | 20 | 1
> CCCCCCN(C(=O)CCCN1C(=O)NC(c2ccc(-c3ccccc3)cc2)C(C(=O)OCc2ccccc2)=C1C)C(C)C(=O)NCCCC (stereo not given)
    2 | -1 | -46 | · | · | -2 | 1.3 | · | ·
> COC(=O)C(C)Oc1ccc(-c2nccc(-c3cccs3)n2)cc1 (stereo not given)
    -1 | -7 | 17 | -3 | -2 | 1 | 0.83 | -9 | 1
> CC(=O)Nc1nonc1-c1nc2ccccc2n1N(C(C)=O)C(C)=O
    4 | 6 | 16 | -22 | 4 | -44 | 0.84 | -6 | 1.2
> O=S(=O)(Nc1ccccc1)c1cccc2nsnc12
    11 | 5 | 0 | 0 | -4 | -3 | 1 | 10 | 1
> CC(OC(=O)c1cc(Cl)ccc1[N+](=O)[O-])C(=O)NC(C)c1ccc(F)cc1 (stereo not given)
    4 | -2 | 3 | 9 | -1 | 3 | 0.97 | 18 | 0.91
> CCNC(=S)N1N=C2c3ccccc3CCC2C1c1ccc(F)cc1 (stereo not given)
    0 | 3 | -1 | 14 | -2 | 2 | 1 | 7 | 0.86
> CC(C)(C)C(=O)NC(=S)NNC(=O)c1ccncc1
    -3 | -6 | 20 | -1 | -3 | 1 | 0.81 | 24 | 1
> COc1cc([N+](=O)[O-])ccc1NC(=O)CN1CCOCC1
    3 | 0 | 4 | -2 | -1 | 1 | 0.96 | 6 | 1
> COC(C(=O)Nc1ccnn1C1CCN(Cc2ccc(Cl)s2)CC1)c1ccccc1 (stereo not given)
    -2 | -1 | -11 | -20 | 3 | 0 | 1.1 | -4 | 1.2
> O/N=C/c1cccnc1Sc1ccccc1
    0 | -6 | 6 | 1 | 1 | 1 | 0.94 | -14 | 0.99
> Cc1ccc(OCC(O)CN2CCN(c3ccccc3)CC2)cc1 (stereo not given)
    1 | -1 | 0 | 3 | 0 | 1 | 1 | 40 | 0.97
> CCOc1ccc(CN(C(=O)c2ccco2)C2CCS(=O)(=O)C2)cc1 (stereo not given)
    3 | -1 | -3 | -16 | -1 | 0 | 1 | 11 | 1.2
> CCOC(=O)N1CCN(C(=O)COc2cc(=O)n(C)c3ccccc23)CC1
    3 | -4 | -4 | 10 | -1 | 0 | 1 | 2 | 0.9
> CC(=O)Nc1ccc(C(=O)NNC(=O)C2CC2)cc1
    -2 | -6 | -7 | -13 | 1 | 2 | 1.1 | 4 | 1.1
> CCOC(=O)c1cnc(-c2ccccc2)nc1Oc1ccc(C)cc1
    2 | -2 | 7 | -23 | -3 | 1 | 0.93 | 9 | 1.2
> CN(C)S(=O)(=O)c1ccc(Cl)c(C(=O)NCCNC(=O)c2cc(S(=O)(=O)N(C)C)ccc2Cl)c1
    2 | -1 | 4 | 9 | -2 | 1 | 0.96 | 13 | 0.91
> COc1cccc(Nc2nc(N)nc(-c3oc4ccccc4c3C)n2)c1
    7 | -4 | 12 | 20 | -6 | 1 | 0.88 | 32 | 0.8
> COc1ccccc1CN1CC(C(=O)NCCc2cn[nH]c2)CCC1=O (stereo not given)
    3 | 22 | -12 | 4 | -3 | 4 | 1.1 | 29 | 0.96
> Cc1ccc(S(=O)(=O)NNC(=O)c2cccs2)c(C)c1
    0 | -5 | -6 | -3 | -1 | 2 | 1.1 | 17 | 1
> Cc1sc2ncn(-c3ccccc3)c(=O)c2c1C
    4 | -11 | -10 | 3 | -2 | 3 | 1.1 | 31 | 0.97
> Cc1[nH]c2ccccc2c1N=Nc1ccccc1F
    -3 | -9 | 6 | 12 | -3 | -3 | 0.94 | 22 | 0.88
> COc1ccc2[nH]c(=O)c(CN(C(=O)c3ccncc3)C(C)C)cc2c1
    0 | 0 | 6 | 1 | 2 | 3 | 0.94 | -1 | 0.99
> CCc1nnc(NS(=O)(=O)c2ccc(NC(=O)COc3ccc4ccccc4c3)cc2)s1
    1 | 3 | 2 | 12 | -2 | -1 | 0.98 | -14 | 0.88

An excerpt of these results, tab-delimited.
mol	A3A deaminase	A3G deaminase	mIAP block	hIAP inh	MIN6 prolif	SENP1 FRET inh	mIAP act	NLRP3 yeast inh	hIAP activ
CCOc1ccc(CN(C(=O)c2ccco2)C2CCS(=O)(=O)C2)cc1 (stereo not given)	3	-1	-3	-16	-1	0	1	11	1.2
CCOC(=O)N1CCN(C(=O)COc2cc(=O)n(C)c3ccccc23)CC1	3	-4	-4	10	-1	0	1	2	0.9

The listing continues.
Fields – A3A deaminase | A3G deaminase | mIAP block | hIAP inh | MIN6 prolif | SENP1 FRET inh | mIAP act | NLRP3 yeast inh | hIAP activ
> O=C1CC(c2cccc(Cl)c2)CC(O)=C1C=NC1CCCC1 (stereo not given)
    2 | -1 | -2 | -6 | 1 | -1 | 1 | 21 | 1.1
> COc1ccc(-c2nn(CCC(=O)O)cc2/C=C/C(=O)O)cc1[N+](=O)[O-]
    -3 | -9 | 2 | 3 | 0 | 3 | 0.98 | -1 | 0.97
> CCCCc1c(C)c2ccc(OC)c(/C(C)=N\O)c2oc1=O
    0 | -7 | 3 | -2 | 3 | -22 | 0.97 | 12 | 1
> Cc1cnc(C(=O)OCc2nc3ccsc3c(=O)[nH]2)cn1
    22 | 19 | 26 | -9 | -3 | -42 | 0.74 | 4 | 1.1
> COc1ccc(Oc2coc3cc(OCC(=O)N4CCCCC4)ccc3c2=O)cc1
    1 | -1 | 7 | 3 | -1 | · | 0.93 | 9 | 0.97
> CN(c1ccccc1)S(=O)(=O)c1cccc(NC(=O)C2CCCO2)c1 (stereo not given)
    0 | 1 | 1 | 1 | -5 | -1 | 0.99 | 8 | 0.99
> COc1ccc(NC(=O)CCn2nc(C)cc2C)cc1
    -4 | 3 | -1 | -9 | 2 | 2 | 1 | -1 | 1.1
> Cc1ccc(Cl)cc1NS(=O)(=O)c1c(C)[nH]c(=O)[nH]c1=O
    3 | 6 | -11 | 12 | -1 | 0 | 1.1 | -3 | 0.88
> CC(Oc1cc2oc(=O)c3c(c2cc1Cl)CCC3)C(=O)NCCN1CCOCC1 (stereo not given)
    -3 | -8 | 2 | -20 | 0 | 1 | 0.97 | 5 | 1.2
> COc1ccc(CNCC(O)(c2ccc(Cl)cc2)c2ccc(Cl)cc2)cc1OC
    0 | 0 | -15 | -6 | -6 | 0 | 1.2 | 18 | 1.1
> Cc1ccc(CNC(=O)c2ccc(N(C)C)cc2)cc1
    -4 | -6 | 4 | 11 | -1 | 1 | 0.96 | 29 | 0.89
> CCOC(=O)C1(CCOC)CCN(C(=O)Cc2ccc3ccccc3c2)CC1
    -3 | -8 | 0 | 8 | 1 | 2 | 1 | 13 | 0.92
> COc1ccc(NC(=O)COC(=O)CNS(=O)(=O)c2ccc(C)cc2)c(OC)c1
    -1 | 5 | 4 | 1 | 0 | 1 | 0.96 | -8 | 0.99
> N#C/C(=C\Nc1ccc(F)c(Cl)c1)C(=O)C1CC1
    -4 | -6 | -4 | 0 | -1 | 2 | 1 | -8 | 1
> Cn1c(CSCc2ccccc2Cl)nnc1SCC(=O)Nc1nccs1
    2 | 4 | 3 | 17 | 0 | 2 | 0.97 | 28 | 0.83
> NC(=O)c1c(NC(=O)Cc2cccs2)sc2c1CCC2
    6 | 1 | 8 | -23 | -2 | -3 | 0.92 | 36 | 1.2
> CCOC(=O)C1CCN(C(=O)CCS(=O)(=O)c2ccc3c(c2)CCN3C(C)=O)CC1
    1 | -3 | 3 | -5 | -1 | 1 | 0.97 | 1 | 1.1
> COc1ccc(NS(=O)(=O)c2ccc3oc(SC)nc3c2)cc1
    -2 | 6 | 6 | 4 | 5 | 0 | 0.94 | 13 | 0.96
> O=C(Nc1ccnc(-c2ccncc2)n1)c1ccccc1Cl
    -2 | -6 | 1 | 8 | -1 | 0 | 0.99 | 8 | 0.92
> CC1(C)CC(N(Cc2ccco2)C(=O)Cc2ccccc2)CCO1 (stereo not given)
    -14 | 0 | 6 | -8 | -2 | -1 | 0.94 | 9 | 1.1
> CCn1cc(CNC(=O)CCc2ccc(OC)cc2)cn1
    -1 | -5 | 5 | 4 | 0 | 0 | 0.95 | 4 | 0.96
> COC(=O)C1=C(C)NC2=C(C(=O)C(C(=O)OC)C(c3ccc(OC)cc3)C2)C1c1ccccn1 (stereo not given)
    -3 | -5 | -12 | -6 | 4 | -118 | 1.1 | -21 | 1.1
> CC(=O)c1ccc(NC(=O)CCNS(=O)(=O)c2cc(Br)cnc2N)cc1
    2 | -2 | 0 | 2 | 3 | 2 | 1 | 11 | 0.98
> CCN(CC)CCN(C(=O)c1ccc2ccccc2c1)c1nc2ccc(OC)cc2s1
    -5 | -8 | 3 | 7 | -2 | 3 | 0.97 | 12 | 0.93

3 compounds already listed, sorted by their value in A3G deaminase, ascending:
canonical_smiles,A3G deaminase
CC1(C)CC(N(Cc2ccco2)C(=O)Cc2ccccc2)CCO1 (stereo not given),0
CN(c1ccccc1)S(=O)(=O)c1cccc(NC(=O)C2CCCO2)c1 (stereo not given),1
Cc1cnc(C(=O)OCc2nc3ccsc3c(=O)[nH]2)cn1,19
